# FXN GAA850 act = activators of GAA850 frataxin (FXN) promoter. HEK293 lucGAA850 FXN promoter luciferase reporter, 24 h; percent of 10 µM SAHA response. activation, % at 6 µM. actives 0.56% (n = 360,000). AID 540364;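 active means activation above the average of all compounds screened plus 3 SD, cutoff fixed separately per campaign, cut at about 7.5% in these data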;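 further: 0% = DMSO wells and 100% = 10 µM SAHA wells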
# ADAM10 inh = inhibitors of human ADAM10. O14672. recombinant ADAM10, EDANS/DABCYL FRET peptide cleavage, 3 h. inhibition, % at 7 µM. actives 0.62% (n = 370,000). AID 720582;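 active means inhibition above a per-campaign cutoff equal to the mean of compounds falling between control-based bounds plus 3 SD, cut at about 20% in these data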;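 further: 0% = DMSO wells while the 100% control is not disclosed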
# hgDAF-12 ag = hgDAF-12 agonism, primary luciferase screen | activation, % at 6.8 µM | HEK293 GAL4-hgDAF12 UAS-luciferase reporter, agonist luminescence; normalized to butyrate control | actives 1.8% (n = 370,000);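 active means activation above a cutoff set at the mean of all screened compounds plus 3 SD, cut at about 10% in these data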;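 further: 0% = DMSO wells and 100% = sodium butyrate wells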
# GC-A act = GC-A (human) enzyme activation | P16066 | HEK293 GC-A cells, cGMP TR-FRET, EC30 ANP; 0% at EC30 ANP, 100% saturating ANP | activation, % at 10 µM | actives 0.14% (n = 370,000); in the data active means activation above about 40%
# Target sequence (P16066 whole entry, looked up): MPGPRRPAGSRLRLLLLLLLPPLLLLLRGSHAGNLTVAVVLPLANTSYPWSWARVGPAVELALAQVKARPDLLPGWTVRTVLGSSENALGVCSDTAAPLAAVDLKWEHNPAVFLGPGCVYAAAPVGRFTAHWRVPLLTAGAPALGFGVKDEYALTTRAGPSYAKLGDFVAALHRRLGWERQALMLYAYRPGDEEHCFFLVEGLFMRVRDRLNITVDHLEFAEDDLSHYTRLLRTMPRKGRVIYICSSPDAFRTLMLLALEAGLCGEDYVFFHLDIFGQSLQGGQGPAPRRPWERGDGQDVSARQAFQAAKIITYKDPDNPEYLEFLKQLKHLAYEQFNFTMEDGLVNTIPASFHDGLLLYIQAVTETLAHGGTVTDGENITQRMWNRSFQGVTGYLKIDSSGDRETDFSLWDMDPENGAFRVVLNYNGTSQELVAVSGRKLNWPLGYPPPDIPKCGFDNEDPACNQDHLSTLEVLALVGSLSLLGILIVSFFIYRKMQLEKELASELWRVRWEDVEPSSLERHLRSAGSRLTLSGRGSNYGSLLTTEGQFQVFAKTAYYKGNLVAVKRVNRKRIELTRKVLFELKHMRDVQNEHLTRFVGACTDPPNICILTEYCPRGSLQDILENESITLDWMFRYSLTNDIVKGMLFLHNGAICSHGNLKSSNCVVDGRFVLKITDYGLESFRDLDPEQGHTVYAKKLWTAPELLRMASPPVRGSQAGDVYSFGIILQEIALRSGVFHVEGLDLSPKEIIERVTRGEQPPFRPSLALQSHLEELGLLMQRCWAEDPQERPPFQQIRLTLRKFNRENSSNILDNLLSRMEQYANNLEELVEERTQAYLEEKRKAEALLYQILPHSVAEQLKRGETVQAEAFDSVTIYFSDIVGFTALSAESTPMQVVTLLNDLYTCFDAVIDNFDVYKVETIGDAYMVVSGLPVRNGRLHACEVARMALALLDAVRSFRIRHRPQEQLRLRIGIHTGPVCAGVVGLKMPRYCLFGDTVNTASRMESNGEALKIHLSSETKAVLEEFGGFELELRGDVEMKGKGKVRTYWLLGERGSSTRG
# DAX1 inh-1 = inhibitors of human orphan nuclear receptor DAX1 (NR0B1) | AID 504766 | actives 0.99% (n = 340,000) | HEK293 Gal4-DAX1 luciferase reporter, luminescence | P51843 | inhibition, % at 6.75 µM;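 active means inhibition above the mean over all tested compounds plus 3 SD, cut at about 4.2% in these data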;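 further: 0% = DAX1-transfected cells with DMSO and 100% = empty-vector control cells with DMSO; inhibition shows as a rise in luminescence from relieved DAX1 repression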
# DAX1 inh-2 = inhibitors of DAX1 repression of SF-1 activated StAR promoter; HEK293T StAR-luciferase reporter, SF-1/DAX-1 repression relief; inhibition, % at 6.8 µM; actives 1.1% (n = 370,000); AID 652010;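 active means inhibition above the mean over all tested compounds plus 3 SD, cut at about 3.6% in these data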;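 further: 0% = DAX-1 cells with DMSO and 100% = cells lacking DAX-1 with DMSO; higher inhibition means more luminescence from relief of DAX-1 repression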
# hcDAF12 agonist = activators of H. contortus DAF-12 nuclear receptor. HEK293 hcDAF-12 lit1-tk-luc reporter, luminescence; 0% DMSO, 100% Δ7-dafachronic acid. activation, % at 6.8 µM. actives 1.4% (n = 370,000). AID 652067;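 active means activation above the mean of all tested compounds plus 3 SD, cut at about 5.5% in these data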;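 further: 100% = response to 3 µM Δ7-dafachronic acid high control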
# SMARCA2 act = activators of SMARCA2 function | MG213 cells, MMTV-luciferase reporter, dexamethasone, overnight | activation, % at 9.1 µM | actives 1% (n = 370,000) | AID 652017; in the data active means activation above about 7.8%;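 further: 0% = vehicle wells and 100% = reference activator wells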
# PG9 Ab binder = PG9 antibody binding by small molecule; TR-FRET gp120-PG9 antibody binding; inhibition, % at 6.7 µM; actives 0.43% (n = 360,000); in the data active means inhibition above about 8.5%
# ssDAF-12 act = activates DAF-12 receptor from parasite S. stercoralis | activation, % at 6.8 µM | HEK293 ssDAF-12/GRIP1 lit1-tk-luc reporter, luminescence; % of 3 µM dafachronic acid response | actives 1% (n = 370,000);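 active means activation above the mean over all tested compounds plus 3 SD, cut at about 0.9% in these data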;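 further: 0% = DMSO-only wells and 100% = 3 µM delta7-dafachronic acid wells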
# ADAM17 inh = ADAM17 inhibition, QFRET primary screen. recombinant ADAM17, EDANS/DABCYL FRET peptide cleavage. inhibition, % at 6.95 µM. actives 0.83% (n = 370,000). AID 720648;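 active means inhibition above the mean of compounds lying between control limits plus 3 SD, set per campaign, cut at about 8.5% in these data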;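 further: 0% = DMSO-only wells as the low control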
# The depositor's hits bear a star; i = inactive; nt = not tested or not shown.
# Under each structure – FXN GAA850 act	ADAM10 inh	hgDAF-12 ag	GC-A act	DAX1 inh-1	DAX1 inh-2	hcDAF12 agonist	SMARCA2 act	PG9 Ab binder	ssDAF-12 act	ADAM17 inh
1: Nc1nc(=S)c2ncn([C@@H]3O[C@H](CO)[C@@H](O)[C@H]3O)c2[nH]1
 : -3.3	-5	3.9	32	-0.7	-2.7	-4.1	2	-0.3	-1.2	-4
2: O=C(C1CC(=O)N(c2ccc(F)cc2)C1)N1CCN(c2ccccc2)CC1 (centres undefined)
 : 0.3	-3	-2.1	4	-0.5	-0.5	-2.2	-1	-2.7	-1.0	1
3: CN(C)S(=O)(=O)c1ccc(C(=O)Nc2nnc(Cc3ccccc3)s2)cc1
 : 2.9	9	3.3	4	0.7	0.9	-0.4	-1	-0.1	-1.4	1
4: Oc1ccc2ccccc2c1-c1sc(Nc2ccccc2)n[n+]1-c1ccc(F)cc1
 : 0.5	-4	2.2	-2	-0.9	-0.7	3.7	-1	-0.1	-0.8	6
5: O=C(CNC(=O)C12CC3CC(CC(C3)C1)C2)N/N=C\c1ccco1
 : 1.2	2	0.3	0	0.7	0.8	0.8	-2	1.1	-0.6	-7
6: C[C@H](O)[C@@H](C(=O)N1CCN(C(=O)OC(C)(C)C)CC1)n1cc(CCCCNC(=O)OC(C)(C)C)nn1
 : -0.2	-2	-0.6	4	-1.2	0.1	0.1	0	0.5	-1.5	-1
7: OCCCNc1ncnc2c1cnn2-c1ccc(Cl)cc1
 : -1.3	8	9.2	31	-0.1	1.7	7.4*	7	-0.9	0.1	1
8: Cc1cccc(Cn2c(N3CCCCC3C)nc3c2c(=O)[nH]c(=O)n3C)c1 (centres undefined)
 : -1.1	-4	7.1	-2	-0.3	-1.1	-2.8	4	2.6	-1.0	1
9: Cc1cnc(C(=O)OCc2csc(CC(=O)Nc3ccccc3C)n2)cn1
 : 1.7	-5	2.2	1	-0.2	-0.4	-2.2	1	0.9	-0.4	-4
10: Cc1ccc(NC(=O)Nc2cc(S(=O)(=O)N(C)C)ccc2C)cc1
 : 3.8	6	5.5	3	3.2	0.7	0.9	1	0.7	-1.7	4

# (cont.)
# Under each structure – FXN GAA850 act	ADAM10 inh	hgDAF-12 ag	GC-A act	DAX1 inh-1	DAX1 inh-2	hcDAF12 agonist	SMARCA2 act	PG9 Ab binder	ssDAF-12 act	ADAM17 inh
11: CC(=O)N1CCN(CC(=O)Nc2ccc(Cl)c(S(=O)(=O)N(C)C)c2)CC1
 : 1.6	3	0.6	-2	-0.6	-0.3	-1.8	0	-2.7	-1.4	0
12: COc1ccccc1N1CCN(C(=O)c2ccc([N+](=O)[O-])s2)CC1
 : 2.7	8	-5.7	-2	-0.5	-0.7	-1.3	1	-3.0	-1.4	5
13: CC1CCCN(C(=O)c2sc3cc([N+](=O)[O-])ccc3c2Cl)C1 (centres undefined)
 : 2.2	9	0.4	2	0.0	-1.3	-0.2	1	-2.4	-1.0	0
14: COc1ccc(CCNC(=S)NC(=O)c2cccc([N+](=O)[O-])c2)cc1OC
 : 3.6	-8	-1.2	-3	0.0	0.2	-2.7	4	-2.2	-1.1	-7
15: O=C(CN(C(=O)CCC(=O)Nc1ccccn1)c1ccc2c(c1)OCCO2)NCCc1ccccc1
 : -2.5	-3	-0.1	1	0.1	-1.2	-1.8	0	-1.6	-0.8	-1
16: Cc1ccc(OCCCC(=O)Nc2nc3ccccc3[nH]2)cc1
 : 0.8	-4	0.9	0	0.4	-0.1	-0.7	-1	-0.7	-1.4	-1
17: CC(C)CNC(=O)C1(C)CCCN1C(=O)c1cccnc1Oc1ccccc1 (centres undefined)
 : 1.0	-9	-3.1	-2	nt	0.2	-0.1	-2	-1.1	-1.0	-7
18: Cc1onc(-c2ccccc2Cl)c1C(=O)Nc1ccc2c(c1)OCO2
 : -1.1	2	-0.1	-11	0.9	-0.5	-1.3	0	1.2	-1.2	10*
19: Nc1ccc(-c2nc3ncccc3o2)c(Cl)c1
 : 8.7*	i	18*	-1	5.6*	3.0	6.0*	5	-1.7	0.0	-250
20: O=C(NC(=S)Nc1cccc([N+](=O)[O-])c1)C1CCCC1
 : -0.8	7	1.3	5	-0.4	-1.1	-0.5	1	-2.0	-0.7	5

# Continuation:
# Under each structure – FXN GAA850 act	ADAM10 inh	hgDAF-12 ag	GC-A act	DAX1 inh-1	DAX1 inh-2	hcDAF12 agonist	SMARCA2 act	PG9 Ab binder	ssDAF-12 act	ADAM17 inh
21: Cc1ccc2sc(N3CCN(C(=O)C4=COCCO4)CC3)nc2c1C
 : 3.4	-2	-1.0	-2	-0.7	-0.4	-1.3	-2	0.7	-1.0	-3
22: Cc1cc(NC(=O)Nc2cccc(C)c2C)no1
 : -0.8	1	-1.0	-1	0.3	-0.1	-1.2	2	-2.3	-2.1	3
23: COc1cccc(N=Cc2c(O)c3ccccc3oc2=O)c1
 : 0.6	-16	1.8	-5	1.3	0.5	-0.2	-1	-0.1	-1.0	1
24: COCCNC(=O)c1cc2c(-c3ccc(Cl)cc3)nn(C)c2s1
 : 0.3	i	2.7	9	0.0	-0.8	6.8*	3	0.6	-0.6	-198
25: O=C(Cc1c[nH]c2ccccc12)NC1(C(=O)NC2CCCCC2)CCCCC1
 : 0.6	1	-1.4	0	-0.1	-0.3	-0.6	1	-0.5	-1.8	-1
26: Cc1c(Cl)cccc1NC(=O)CCN1CCOCC1
 : 0.4	6	-0.7	2	0.3	0.1	-1.9	4	-0.5	-0.9	-3
27: O=C(Oc1ccccc1N1C(=O)C2CCCCC2C1=O)c1ccc(Cl)cc1 (centres undefined)
 : -1.0	7	2.2	0	-0.2	0.7	3.9	-3	-1.4	-0.3	0
28: COc1cc(C(C)=O)ccc1OCC(=O)NCC(c1ccc(F)cc1)N1CCOCC1 (centres undefined)
 : 0.6	-11	0.2	-2	1.9	-0.4	-0.1	0	-2.0	-0.6	-3
29: NCC(c1ccco1)c1c[nH]c2ccccc12 (centres undefined)
 : -0.8	-1	-1.3	-7	-0.6	0.1	6.1*	-1	-0.2	0.0	-2
30: O=C(Nc1ccc(OCCO)cc1)c1csc([C@@H]2C[C@H](O)[C@@H](CO)O2)n1
 : 1.1	-6	-1.6	2	nt	-0.7	0.5	-2	-2.3	-0.8	-1

# Fetched by compound from above (5):
# Under each structure – FXN GAA850 act	ADAM10 inh	hgDAF-12 ag	GC-A act	DAX1 inh-1	DAX1 inh-2	hcDAF12 agonist	SMARCA2 act	PG9 Ab binder	ssDAF-12 act	ADAM17 inh
21: Cc1ccc2sc(N3CCN(C(=O)C4=COCCO4)CC3)nc2c1C
 : 3.4	-2	-1.0	-2	-0.7	-0.4	-1.3	-2	0.7	-1.0	-3
23: COc1cccc(N=Cc2c(O)c3ccccc3oc2=O)c1
 : 0.6	-16	1.8	-5	1.3	0.5	-0.2	-1	-0.1	-1.0	1
27: O=C(Oc1ccccc1N1C(=O)C2CCCCC2C1=O)c1ccc(Cl)cc1 (centres undefined)
 : -1.0	7	2.2	0	-0.2	0.7	3.9	-3	-1.4	-0.3	0
25: O=C(Cc1c[nH]c2ccccc12)NC1(C(=O)NC2CCCCC2)CCCCC1
 : 0.6	1	-1.4	0	-0.1	-0.3	-0.6	1	-0.5	-1.8	-1
28: COc1cc(C(C)=O)ccc1OCC(=O)NCC(c1ccc(F)cc1)N1CCOCC1 (centres undefined)
 : 0.6	-11	0.2	-2	1.9	-0.4	-0.1	0	-2.0	-0.6	-3

# (further entries)
# Under each structure – FXN GAA850 act	ADAM10 inh	hgDAF-12 ag	GC-A act	DAX1 inh-1	DAX1 inh-2	hcDAF12 agonist	SMARCA2 act	PG9 Ab binder	ssDAF-12 act	ADAM17 inh
31: CN(CC(=O)Nc1ccccc1C(=O)NC1CC1)Cc1ccc(N(C)C)cc1
 : 0.9	3	-1.1	1	0.4	-1.5	-1.6	0	-0.1	-1.1	1
32: CC1(C)CC(=O)N(CC(=O)N2CCN(Cc3ccccc3)CC2)c2ccccc2S1(=O)=O
 : nt	-6	3.6	0	nt	0.2	1.2	-3	nt	-1.8	-3
33: COc1ccc(NS(=O)(=O)c2ccc(NC(=S)NC(=O)c3cccnc3)cc2)nn1
 : 1.1	5	2.5	-1	nt	0.4	-0.8	0	-1.0	-1.7	0
34: O=c1[nH]c(=S)[nH]c2c1[C@H](CCc1cccc(Cl)c1)O[C@H](C1CC1)C2
 : nt	6	-0.1	3	nt	1.1	-0.4	5	-0.8	-1.3	4
35: Cc1cc(C)c(-c2csc(NC(=O)C3=COCCO3)n2)c(C)c1
 : -0.9	-2	-4.4	-4	-0.7	-3.2	-2.5	-3	0.2	-1.2	-4
36: CS(=O)(=O)c1ccc2nc(NC(=O)c3ccc(NS(=O)(=O)c4ccc(F)c(F)c4)cc3)sc2c1
 : 0.3	-17	-0.1	3	-0.9	-1.7	2.7	-2	8.5	-0.3	-12
37: Cc1oc(-c2ccccc2Cl)nc1CN(Cc1ccccn1)C[C@@H]1CCC(=O)N1
 : -1.2	1	1.2	-4	4.0	-0.2	-0.3	1	-0.8	-1.3	1
38: Nc1nonc1-n1nnc(C(=O)N/N=C/c2cccnc2)c1CSc1ccccc1
 : 0.0	4	0.4	0	-0.9	-0.1	-0.2	3	-2.6	-1.0	0
39: CC(C)(C)c1cc(CCC(=O)NCc2cccnc2)cc(C(C)(C)C)c1O
 : 1.3	-2	0.7	-2	1.0	-0.1	1.2	3	-2.4	-0.8	0
40: CCOC(=O)c1c(CN2CCOCC2)oc2ccc(OC(C)=O)cc12
 : 1.2	-6	-1.4	2	2.0	0.1	0.8	-2	-2.4	-1.6	-2

# Another view of some results above:
34. O=c1[nH]c(=S)[nH]c2c1[C@H](CCc1cccc(Cl)c1)O[C@H](C1CC1)C2
  FXN GAA850 act: nt
  ADAM10 inh: 6
  hgDAF-12 ag: -0.1
  GC-A act: 3
  DAX1 inh-1: nt
  DAX1 inh-2: 1.1
  hcDAF12 agonist: -0.4
  SMARCA2 act: 5
  PG9 Ab binder: -0.8
  ssDAF-12 act: -1.3
  ADAM17 inh: 4

40. CCOC(=O)c1c(CN2CCOCC2)oc2ccc(OC(C)=O)cc12
  FXN GAA850 act: 1.2
  ADAM10 inh: -6
  hgDAF-12 ag: -1.4
  GC-A act: 2
  DAX1 inh-1: 2.0
  DAX1 inh-2: 0.1
  hcDAF12 agonist: 0.8
  SMARCA2 act: -2
  PG9 Ab binder: -2.4
  ssDAF-12 act: -1.6
  ADAM17 inh: -2

37. Cc1oc(-c2ccccc2Cl)nc1CN(Cc1ccccn1)C[C@@H]1CCC(=O)N1
  FXN GAA850 act: -1.2
  ADAM10 inh: 1
  hgDAF-12 ag: 1.2
  GC-A act: -4
  DAX1 inh-1: 4.0
  DAX1 inh-2: -0.2
  hcDAF12 agonist: -0.3
  SMARCA2 act: 1
  PG9 Ab binder: -0.8
  ssDAF-12 act: -1.3
  ADAM17 inh: 1

# High-throughput results (PubChem)
